# SW480 rereplic: A quantitative high throughput screen for small molecules that induce DNA re-replication in SW480 colon adenocarcinoma cells; 340,000 tested, 1.8% active; AID 624297, 2012; Potency, µM (highest dose often 46.1 µM), for inactives: at the highest dose re-replication activation, most hits filed as activators; SW480 DNA re-replication, Hoechst DNA content imaging, 48 h; further: potency means the concentration at half of the fitted maximal effect; % of control where 0% means no effect; nearly all actives have a fitted effect of over 55% in size
#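 DNA re-replication was detected as more nuclei of elevated Hoechst intensity after 48 hr exposure to compound (23 nL pinned per well of 250 cells).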
# HT1080-NT tox: qHTS for induction of synthetic lethality in tumor cells producing 2HG: qHTS for the HT-1080-NT fibrosarcoma cell line. HT-1080-NT fibrosarcoma viability, CellTiter-Glo ATP luminescence, 48 h. Potency, µM (highest dose often 46.1 µM), without a hit: top-dose activity, negative = less viability, usual class: cytotoxic. 360,000 tested, 1.6% active. AID 686970, 2013;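 further: NT is the 2HG producing partner of a matched IDH1 knockdown line; potency means the concentration at half of the fitted maximal effect; 0% = DMSO-treated cells and -100% = media-only wells without cells; nearly all actives have a fitted effect of over 55% in size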
#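 Read-out is CellTiter-Glo luminescence after 10 minutes at room temperature, following 48 hours' compound treatment of HT-1080-NT cells (750 cells/well, RPMI, 5% FBS, 37 degrees C).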
# ATXN2 expr inh: Primary qHTS for Inhibitors of ATXN expression | HEK-293 ATXN2-luciferase reporter, luminescence, 24 h | Potency, µM (series often up to 57 µM), for the others: at the highest dose activity change, negative = inhibition, usual class: inhibitors | 360,000 tested, 0.72% active | AID 1745845, 2022; further: potency means the concentration at half of the fitted maximal effect; on the % scale 0 is the no-effect control and ±100 the full control effect; nearly all actives have a fitted effect of over 55% in size
#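 ATXN2-luciferase reporter cells (luciferase flanked by upstream and downstream ATXN2 gene portions) were treated 24 h at 37 °C with compounds at up to 57 uM. SteadyGlo luminescence gave expression; GF-AFC fluorescence gave viability.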
# ATXN viability: Viability Counterscreen for Primary qHTS for Inhibitors of ATXN expression; Potency, µM (top dose mostly 56.7 µM), usual class: cytotoxic; AID 651635, 2014; 400,000 tested, 0.49% active; S2 cells (HEK-293 line with an ATXN2-luciferase reporter) viability, CellTiter-Fluor protease fluorescence, 24 h; further: potency means the concentration at half of the fitted maximal effect; nearly all actives have a fitted effect of over 40% in size
# IL1B secr inh: qHTS for Inhibitors of Inflammasome Signaling: IL-1-beta AlphaLISA Primary Screen; THP-1 LPS/ATP IL-1B secretion, AlphaLISA, 16 h; active compounds read low; activity change, % at 57.5 µM; 360,000 tested, 4.7% active; in the data active means activity change below about -50%; inconclusive means mostly about -30% to -49%; further: on the % scale 0 is the no-effect control and ±100 the full control effect
#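 THP-1 cells pretreated 1 hr with compounds (up to 57.5 uM final), then stimulated with LPS (250 ng/mL final) plus ATP (1.25 mM final); secreted IL-1B measured by AlphaLISA after 16 hr, decreased signal indicating inhibition.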
# HepG2 viability: qHTS for Inhibitors of TGF-b: Cytotox Counterscreen; HepG2 CAGA-GFP viability, ATP luminescence, 18 h; Potency, µM (top dose mostly 46.1 µM), inactives show at the top dose activity change, negative = cytotoxicity, usual class: cytotoxic; 410,000 tested, 0.76% active; further: potency means the concentration at half of the fitted maximal effect; some results filed as inactive show a strong effect at the top dose
#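 CellTiter-Glo luminescence gave cytotoxicity after 18 hours at 37 degrees C. The cells were HepG2 CAGA-GFP in 1% FBS DMEM, stimulated with 500 pg/mL TGF-beta after compound addition. %Activity was normalised to no-cell wells (complete cell-killing) and DMSO (no toxicity), and curves were fitted and classified.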
# MCF10A rereplic: A quantitative high throughput screen for small molecules that induce DNA re-replication in MCF 10a normal breast cells; 350,000 tested, 2.9% active; AID 624296, 2012; MCF 10A DNA re-replication, Hoechst nuclear intensity, 48 h; Potency, µM (highest dose often 46.1 µM), for the others: at the top dose activity, positive = re-replication, usual class: activators; further: potency means the concentration at half of the fitted maximal effect; % of control where 0% means no effect; nearly all actives have a fitted effect of over 50% in size
# KB-3-1 tox: qHTS assay for MDR1-selective chemotherapeutics: Primary screen using the parental adenocarcinoma cell KB-3-1 | KB-3-1 viability, CellTiter-Glo ATP luminescence, 72 h | Potency, µM (highest dose often 46.1 µM), for the others: at the top dose activity change, negative = cytotoxic, most hits filed as cytotoxic | 400,000 tested, 1.4% active | AID 1347075, 2019; further: potency means the concentration at half of the fitted maximal effect; on the % scale 0 is the no-effect control and ±100 the full control effect; nearly all actives have a fitted effect of over 60% in size
#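 KB-3-1 cells, DMEM (no phenol red) + 10% FBS; compound by pin transfer, 72 h, 37 °C. Readout: CellTiter-Glo luminescence after 10 min. Data normalized, curve-fitted.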
# HT1080 IDH1KD tx: qHTS for induction of synthetic lethality in tumor cells producing 2HG: qHTS for the HT-1080-IDH1KD cell line. HT-1080 IDH1 knockdown viability, ATP luminescence, 48 h. Potency, µM (top dose mostly 46.1 µM), without a hit: at the top dose activity, negative = toxicity, usual class: cytotoxic. 360,000 tested, 2% active;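 further: potency means the concentration at half of the fitted maximal effect; 0% = DMSO wells and -100% = cell-free medium wells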
#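 Using the IDH1-knockdown HT-1080 line run in the same batch and compound series as the NT line, viability after 48 h at 37 °C was determined by CellTiter-Glo luminescence and expressed as % activity.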
# * marks the source's active call; other numbers are inactive results; i = inactive; ? = inconclusive; . = no result given; [ ] = another dose, or the depositor's remark. Unless noted, the call rests on the fitted dose curve; in most records, active means well fitted curve in the direction sought with a large enough effect; inconclusive means small, poorly fitted or top-dose-only effect, or another doubt; inactive means no such curve, though single readings can be large; an effect the other way counts as inactive or inconclusive.
# Preview (2 entries):
structure	SW480 rereplic	HT1080-NT tox	ATXN2 expr inh	ATXN viability	IL1B secr inh	HepG2 viability	MCF10A rereplic	KB-3-1 tox	HT1080 IDH1KD tx
COc1cccc(-n2ccnc2SCC(=O)NCc2ccccc2)c1	-4%	-1%	-2%	i	-13	-1%	1%	4%	9%
CCCCNC(=O)C(CC)Sc1nc2ccccc2c(=O)n1CCc1ccc(OC)c(OC)c1 (configuration not stated)	.	.	4%	i	.	-13%	.	-3%	.

# The list itself, from the first entry:
structure	SW480 rereplic	HT1080-NT tox	ATXN2 expr inh	ATXN viability	IL1B secr inh	HepG2 viability	MCF10A rereplic	KB-3-1 tox	HT1080 IDH1KD tx
COc1cccc(-n2ccnc2SCC(=O)NCc2ccccc2)c1	-4%	-1%	-2%	i	-13	-1%	1%	4%	9%
CCCCNC(=O)C(CC)Sc1nc2ccccc2c(=O)n1CCc1ccc(OC)c(OC)c1 (configuration not stated)	.	.	4%	i	.	-13%	.	-3%	.
O=C(CN1CCN(c2ccccn2)CC1)NC1CCCCC1	-3%	9%	2%	i	-5	6%	0%	8%	8%
Cc1ccc(-n2c(CNc3ccc(C)c(Cl)c3)n[nH]c2=S)cc1	-41%[inhibitor]	-1%	.	?	11	-38%	7%	1%	0%
NC(=O)c1cc2cc(Cl)ccc2oc1=O	2%	10%	4%	i	-1	1%	0%	-15%	15%
CCc1cccc2c(C(=O)CSc3nncn3-c3ccccc3OC)c[nH]c12	4%	0%	-15%	i	5	-22%	4%	2%	2%
Cc1cccc(C)c1C(O)c1ncc(-c2ccc(F)cc2)[nH]1 (configuration not stated)	.	-2%	7%	?	-7	-36%	.	0%	-1%
O=C(Nc1ccc2c(c1)OCO2)C1Cc2c(-c3ccc(Cl)cc3)ccnc2O1 (configuration not stated)	.	23µM*	?	?	-53*	-39%	.	-5%	?
COc1ccc(N(Cc2cc3ccc(C)cc3[nH]c2=O)C(=O)C2CCCO2)cc1 (configuration not stated)	2%	17%	10%	i	-8	-1%	-3%	9%	18%
CCc1ccc(/C=N/NC(=O)Cc2ccc(OC)c(OC)c2)s1	9%	-27%	-4%	i	-22	1%	0%	20%	-17%
Cc1ccc2[nH]c(SCC(=O)N3CCOCC3)nc2c1C	-5%	0%	38%	i	29	-22%	-5%	17%	0%
O=[N+]([O-])c1ccc(N2CCN(S(=O)(=O)c3ccccc3)CC2)cc1NCCN1CCOCC1	23%	-1%	-9%	i	-6	-10%	23%	-17%	-7%
C[C@H](CO)N1C[C@H](C)[C@@H](CN(C)S(=O)(=O)c2cn(C)cn2)Oc2c(NC(=O)Nc3ccc(C(F)(F)F)cc3)cccc2C1=O	-32%[inhibitor]	2%	-3%	i	11	-8%	21%	-2%	-3%
COc1cccc(/C=C/C(=O)OCC(=O)NC2CCCCCCC2)c1	-5%	-1%	7%	i	-8	4%	5%	0%	13%
CC1CCCCC1NS(=O)(=O)c1ccc2c(c1)CCC(=O)N2 (configuration not stated)	-12%	-1%	12%	i	30	3%	0%	16%	0%
COc1ccc(C(=O)C2CCCN(C(=O)c3cccnc3OC)C2)c(C)c1 (configuration not stated)	7%[1.84 µM]	-2%	-5%	i	44	-23%	11%	-10%	-4%
CCCCCN(C(=O)CCC(=O)OCC(=O)c1ccc(C(C)(C)C)cc1)c1c(N)n(CCCC)c(=O)[nH]c1=O	3%	-10%	17%	i	?	-15%	12%	-5%	-4%
O=C(Nc1ccc2c(c1)OCCO2)C(C1CC1)n1c(=O)c(-c2ccco2)nc2ccccc21 (configuration not stated)	.	2%	.	.	-4	.	.	6%	-3%
CCOC(=O)CNC(=O)CNC(=O)c1nn(-c2ccc(OC)c(OC)c2)c(=O)c2ccccc12	32%	1%	.	i	-8	2%	-4%	0%	-1%
Cn1c(=O)n(C)c2cc(/C=N/NC(=O)c3cc4cc(Br)ccc4o3)ccc21	2%	18%	13%	i	18	17%	?	-8%	19%
O=C(Nc1ccn(CCCNCC2CCCCC2)c(=O)n1)OCc1ccccc1	.	-15%	-21%	i	-21	-41%	.	-8%	-1%
O=C(CSc1nnc(Cc2ccccc2)o1)Nc1ccc2c(c1)OCO2	-2%	0%	31%	i	43	3%	4%	3%	4%
CCNc1ccccc1CP(=O)(c1ccccc1)c1ccccc1O (configuration not stated)	?	-8%	-7%	i	-5	-11%	?	5%	5%
CCN(CC(=O)Nc1c(F)cccc1F)C(=O)CNC(=O)c1sc2ccccc2c1Cl	?	14%	-6%	i	?	-17%	?	3%	11%
CCN(CC)CC(=O)N(CC(=O)Nc1c(C)cc(C)cc1C)C1CCCCC1	3%	2%	3%	i	-9	-11%	2%	3%	0%
O=C(Nc1ccc(Oc2ccccc2)cc1)c1csc(COCCO)n1	.	?	-4%	?	62	-34%	.	-1%	?
COCCN(C(=O)CCC(=O)Nc1nccs1)C(C(=O)NC(C)(C)C)c1ccc(Cl)cc1 (configuration not stated)	-75%	18%	0%	i	-1	-165%	?	-4%	10%
Cc1cc(OCCCn2ccnc2)cc(C(C)C)c1	2%	-2%	3%	i	33	3%	-2%	-6%	-1%
CC(C)c1cc(C(=O)N/N=C/c2cccnc2)cs1	?	0%	5%	i	7	-5%	11%	-3%	0%
O=C(CCC(=O)c1ccc(Br)cc1)Nc1cccnc1	-25%	0%	4%	i	0	1%	-14%	-4%	-1%
CCN1CCOC(=O)C1CC(=O)Nc1ccc(C(C)=O)cc1 (configuration not stated)	.	.	6%	i	.	-10%	.	?	.
COc1ccc(OCc2nc3c4c(-c5ccc(OC)cc5)c(-c5ccc(OC)cc5)oc4ncn3n2)cc1	.	.	-1%	i	.	0%	.	0%	.
Cc1ccc(C(=O)N/C(=C\c2sccc2C)C(=O)NCc2ccncc2)cc1	0%	13%	-4%	i	-1	-15%	-2%	-3%	29%
COc1ccc(C2=Nn3c(nnc3C(F)(F)F)SC2)cc1	?	-18%	.	i	18	-16%	15%	-20%	-19%
CCOC(=O)Cc1cnc(NC(=O)CSc2nc(N)cc(=O)[nH]2)s1	?	8%	-1%	i	25	-4%	0%	4%	8%
COC(=O)C1=C(C)N(Cc2ccccc2)C(=NCCCCO)N[C@H]1c1cccc(C(F)(F)F)c1	-5%	-18%	-23%	?	?	-57%	11%	-29%	-1%
Cc1cc(C2=CC(=O)C[C@H](c3ccc(F)cc3)C2)ccc1F	.	-11%	2%	i	-11	-39%	.	-7%	2%
O=C(Cc1cccs1)OCC(=O)c1ccco1	3%	-2%	-7%	i	0	-2%	-2%	4%	10%
OC(COc1ccc(Cl)cc1)CN1C2=NCCCN2c2ccccc21 (configuration not stated)	?	?	-20%	i	-17	-4%	-16%	?	?
CC1(C)CC(C)(O)N(Cc2ccccc2)C(=S)N1 (configuration not stated)	-4%	4%	3%	i	-15	4%	1%	-4%	5%
COc1cc(C)c(S(=O)(=O)Nc2cccc(-c3ccc(N4CCCC4)nn3)c2)cc1C	.	.	8%	i	.	-21%	.	-4%	.
O=C(O)c1cccc(NC(=O)c2ccccc2NC(=O)c2ccco2)c1	-36%[inhibitor]	1%	6%	i	8	-14%	20%	0%	-1%
O=C(O)CC1S/C(=N/N=C2CCCCC2)N(c2ccccc2)C1=O (configuration not stated)	3%	1%	1%	i	-5	1%	0%	2%	2%
O=C(NCCc1ccccc1)c1cc2ncc(Br)cn2n1	-8%	16%	0%	i	31	12%	?	-6%	14%
CNC(=O)c1ccc(-c2ccc(F)cc2)s1	-1%	-1%	22%	i	-15	-17%	-1%	-2%	-25%
CCOC(=O)C1CCCN(C(=O)C(C)(C)Oc2ccc(Cl)cc2)C1 (configuration not stated)	-1%	4%	-11%	i	-1	-58%	?	13%	0%
FC(F)(F)Oc1ccc(NC(=S)NCCCN2CCOCC2)cc1	-53%[inhibitor]	5%	.	i	15	7%	?	4%	11%
Fc1cccc(NC(=S)N2CCCC2)c1	-2%	2%	1%	i	-6	-4%	5%	-6%	0%
COc1cccc(CN(C)C[C@@H]2OCc3cnnn3CCCC(=O)N([C@H](C)CO)C[C@H]2C)c1	.	15%	11%	i	17	4%	.	5%	13%
CS(=O)(=O)c1ccc(Nc2nc(C(N)COCc3ccccc3)cs2)cc1 (configuration not stated)	.	-14%	6%	i	-3	-2%	.	-17%	-8%

# Continued:
structure	SW480 rereplic	HT1080-NT tox	ATXN2 expr inh	ATXN viability	IL1B secr inh	HepG2 viability	MCF10A rereplic	KB-3-1 tox	HT1080 IDH1KD tx
COc1ccccc1/C=C/C(=O)OCC(=O)Nc1c(C)nn(-c2ccccc2)c1C	-3%	-2%	.	i	11	-6%	-4%	1%	0%
Cc1cccc(Nc2nc(N)nc(CSc3nccc(C)n3)n2)c1	3%	3%	6%	i	-27	6%	10%	24%	2%
Cc1ccc(S(=O)(=O)NC(=O)C2(C)CCN2C(=O)CC2CCCCC2)nc1 (configuration not stated)	.	18%	2%	?	7	-2%	.	0%	17%
C=CCNC(=O)COc1coc(CN2CCN(Cc3ccccc3)CC2)cc1=O	?	10%	9%	i	11	1%	0%	2%	10%
Cc1cc(-c2ccc(/C=N/n3cnnc3)o2)c([N+](=O)[O-])cc1C	-6%	-2%	13%	i	-14	3%	11%	-23%	3%
Cc1ccc(-c2noc(CCCN3C(=O)c4ccccc4C3=O)n2)cc1	-1%	2%	.	.	-6	-7%	4%	1%	-3%
O=C(CN1CCN(c2ncccn2)CC1)N(Cc1ccccc1)c1ccc(F)cc1	-4%	3%	-20%	i	?	-4%	4%	?	?

# Screening data as filed in PubChem BioAssay.
